# Bioassay records deposited in PubChem by National Center for Advancing Translational Sciences (NCATS).
# TCR act = T cell receptor activation; primary human leukocytes, anti-CD3, IL-2 HTRF, 48 h; Potency, µM (highest dose often 9.22 µM), without a hit: at the top dose activation of IL-2 secretion, actives largely listed as activators; 330,000 tested, under 10 active; AID 504894; further: % of control where 0% means no effect
#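 IL-2 release read by HTRF sandwich (Eu cryptate donor, d2 acceptor, 665 nm emission) after 48 hr exposure of primary human leukocytes to compound together with anti-CD3 beads in the absence of co-stimulatory signals.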
# S-ASM inh = inhibitors of human secretory acid sphingomyelinase; P17405; AID 504937; placental ASM, HMU-PC fluorogenic substrate, 60 min; hit rate 0.006% among 340,000; Potency, µM (titrated, usually from 57.5 µM), without a hit: at the highest dose activity change, negative = inhibition, hits mostly inhibitors; further: potency means the concentration at half of the fitted maximal effect
# Target sequence (P17405 47-631 limits assumed): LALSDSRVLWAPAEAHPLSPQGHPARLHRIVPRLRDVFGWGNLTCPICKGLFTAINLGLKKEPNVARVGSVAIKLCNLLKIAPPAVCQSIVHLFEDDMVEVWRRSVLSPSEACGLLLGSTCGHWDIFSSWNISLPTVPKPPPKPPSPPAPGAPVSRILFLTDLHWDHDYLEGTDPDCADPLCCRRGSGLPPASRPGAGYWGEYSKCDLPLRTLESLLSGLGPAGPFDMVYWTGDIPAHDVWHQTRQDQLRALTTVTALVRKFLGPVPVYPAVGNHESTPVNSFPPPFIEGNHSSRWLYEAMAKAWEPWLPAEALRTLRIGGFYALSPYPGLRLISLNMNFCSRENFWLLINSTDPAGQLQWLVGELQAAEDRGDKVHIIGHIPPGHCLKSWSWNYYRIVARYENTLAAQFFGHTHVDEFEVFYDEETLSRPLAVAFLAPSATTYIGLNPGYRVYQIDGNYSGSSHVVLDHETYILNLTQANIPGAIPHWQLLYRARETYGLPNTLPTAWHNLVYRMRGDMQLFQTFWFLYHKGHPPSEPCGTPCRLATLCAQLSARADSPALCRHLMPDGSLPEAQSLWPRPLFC
#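 Steps: dispense placental human ASM, pin compound, wait 10 min at room temperature, add HMU-PC0 substrate at 9 uM final, incubate 60 min at 37 °C, add stop solution raising pH to 10, read fluorescence.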
# MLL CXXC-DNA inh = blocks binding of human MLL CXXC domain to DNA | Q03164 | MLL-CXXC / FITC-HOXA9 DNA fluorescence polarization | Potency, µM (doses to about 115 µM), for inactives: at the top dose activity change, negative = inhibition, usual class: inhibitors | hit rate 0.037% among 290,000 | AID 2662; active means well fitted inhibition curve with a large enough effect in the polarisation, with a control signal flat, not every such curve was filed as active; inconclusive means small, poorly fitted or top-dose-only effect, or effect the other way, or a change in a side signal; inactive means no such curve, though single readings can be large or run the other way; the % refers to the polarisation; further: potency means the concentration at half of the fitted maximal effect
#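 Purified MLL-CXXC (added from a 7 uM solution) was preincubated 5 min at ambient with pinned compounds in 50 mM Tris-HCl pH 7.5, 50 mM NaCl, 1 mM DTT, 0.05% BSA. Fluorescein-labeled HOX-A9 DNA (50 nM solution) followed, 30 min, then polarization read.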
# TSHR antag = antagonists of human thyroid stimulating hormone receptor | AID 504810 | activity change, negative = inhibition, % at 11.5 µM | TSHR-expressing cells, TSH-stimulated cAMP HTRF, 2 h; hits give low values | hit rate 0.2% among 330,000;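 active means activity change below a set negative limit, meaning inhibition stronger than a set level, cut at about -70% in these data; inconclusive means activity change between two set negative limits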; further: on the % scale 0 is the no-effect control and ±100 the full control effect
#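 Read-out is FRET at 665 nm (cryptate excitation 337 nm) from a cryptate-tagged anti-cAMP antibody, competed by cell cAMP against cAMP-d2. Compounds are tested on freshly harvested TSHR cells challenged with 4nM TSH (EC80) for 2 hours at 37 deg C.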
# PTAP TSG101 blk = blocks PTAP/TSG101 interaction to inhibit HIV-1 budding | Q99816 | Fluorescence polarization, FITC-PTAP peptide / Tsg101 binding | Potency, µM (titrated, usually from 115 µM), for the others: at the top dose activity change, negative = inhibition, most hits filed as inhibitors | 340,000 tested, under 10 active | AID 493005; active means well fitted inhibition curve with a large enough effect in the main read-out, with a control signal flat, not every such curve was filed as active; inconclusive means small, poorly fitted or top-dose-only effect, or effect the other way, or a change in a side signal; inactive means no such curve, though single readings can be large or run the other way; further: potency means the concentration at half of the fitted maximal effect; % of control where 0% means no effect
# Target sequence (Q99816 whole entry, looked up): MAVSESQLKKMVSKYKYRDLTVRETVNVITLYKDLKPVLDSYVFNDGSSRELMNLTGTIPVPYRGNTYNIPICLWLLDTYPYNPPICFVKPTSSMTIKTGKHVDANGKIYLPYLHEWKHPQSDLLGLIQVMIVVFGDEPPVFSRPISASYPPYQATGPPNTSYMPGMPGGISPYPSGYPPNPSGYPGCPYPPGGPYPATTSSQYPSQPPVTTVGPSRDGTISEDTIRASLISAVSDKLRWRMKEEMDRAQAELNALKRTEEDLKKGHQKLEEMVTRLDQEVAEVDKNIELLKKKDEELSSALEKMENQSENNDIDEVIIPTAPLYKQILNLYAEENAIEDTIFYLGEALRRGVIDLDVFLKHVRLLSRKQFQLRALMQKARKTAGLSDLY
#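 Compounds were pin-transferred onto Tsg101 binding domain (10 uM final) in HEPES pH 7.5 buffer, then FITC-PTAP peptide was added at 50 nM final. After 20 min at RT, polarization reported peptide displacement across a qHTS concentration series.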
# Menin MLL FP TR = displaces Texas Red mutant MLL peptide from human menin; O00255; Menin + Texas Red MLL mutant peptide, fluorescence polarization; Potency, µM (series often up to 61.6 µM), for the others: at the highest dose FP activity change, negative = inhibition, usual class: inhibitors; hit rate 0.23% among 270,000; AID 1768; active means well fitted inhibition curve with a large enough effect in the polarisation, with a control signal flat, not every such curve was filed as active; inconclusive means small, poorly fitted or top-dose-only effect, or effect the other way, or a change in a side signal; inactive means no such curve, though single readings can be large or run the other way; the % refers to the polarisation; further: potency means the concentration at half of the fitted maximal effect; % of control where 0% means no effect; many of its hits are not listed in these tables
# MBNL1-CUG inh = inhibitors of human MBNL1 binding to CUG repeat RNA; Potency, µM (series often up to 57.5 µM), without a hit: at the highest dose activity change, negative = inhibition, actives largely listed as inhibitors; AID 2675; TR-FRET MBNL1-His/biotin-(CUG)12 binding, 665/545 ratio; hit rate 0.036% among 280,000; active means well fitted inhibition curve with a large enough effect in the signal ratio, with a control signal flat, not every such curve was filed as active; inconclusive means small, poorly fitted or top-dose-only effect, or effect the other way, or a change in a side signal; inactive means no such curve, though single readings can be large or run the other way; the % refers to the signal ratio; further: potency means the concentration at half of the fitted maximal effect; on the % scale 0 is the no-effect control and ±100 the full control effect
#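 His-tagged MBNL1 binding to biotinylated (CUG)12 RNA was measured by TR-FRET using terbium anti-His antibody (0.055 ng/ul final) and streptavidin-XL665 (5 nM final). Compounds were titrated 92 nM to 58 uM; 60 min at room temperature.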
# A-T KAP1 phos = potential ataxia-telangiectasia treatment; […] A-T fibroblasts, KAP-1 phosphorylation AlphaLISA; neocarzinostatin DNA damage 30 min before lysis; Potency, µM (titrated, usually from 57.5 µM), inactives show at the top dose activation, most hits filed as activators; hit rate 0.19% among 320,000; further: potency means the concentration at half of the fitted maximal effect; % of control where 0% means no effect; nearly all actives have a fitted effect of over 45% in size
#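 ATM-like activity read as KAP-1 phosphorylation via AlphaLISA donor/acceptor antibody pairs after lysis and 6 hr at 25C. Cells were ATM-null patient fibroblasts ([…], hTERT), dosed 60 min, then exposed to the DSB inducer NCS for 30 min.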
# Mito fusion act = inhibitors of mitochondrial division or activators of mitochondrial fusion; S. cerevisiae fusion-defective mutant growth rescue, CellTiterGlo 48 h; Potency, µM (series often up to 46.1 µM), for inactives: top-dose growth rescue (activation), usual class: activators; hit rate 0.23% among 320,000; AID 485298;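 further: potency means the concentration at half of the fitted maximal effect; % of control where 0% means no effect; nearly all actives have a fitted effect of over 45% in size; temperature-sensitive fusion mutants such as fzo1-1 at 37 °C on non-fermentable ethanol glycerol medium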
#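 Compounds are tested for their ability to restore growth of mitochondrial fusion-defective yeast strains at non-permissive 37C in YPEG medium over 48 hours. Viability is quantified by luciferase luminescence.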
# a7 integrin act = integrin-mediated muscular dystrophy alleviation activation | alpha7betagal myoblasts, beta-gal FDG fluorescence, 48 h | Potency, µM (titrated, usually from 38.3 µM), for inactives: top-dose activation, hits mostly activators | hit rate 0.064% among 350,000;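 further: potency means the concentration at half of the fitted maximal effect; 100% = response of the positive control SU9516; nearly all actives have a fitted effect of over 60% in size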
#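 Alpha7betagal+/- myoblasts (passage 13) were plated 16-24 hr, then exposed to compounds (1:260 dilution of DMSO stock) for 48 hours at 37C. After MPER lysis, β-galactosidase reporter activity was read as FDG fluorescence (ex 480/em 540) after 30 minutes.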
# Starred values were filed as active, the others as inactive; ? = inconclusive; / = no result given; [ ] = remark or other dose. Unless noted, the call rests on the fitted dose curve; in most records, active means well fitted curve in the direction sought with a large enough effect; inconclusive means small, poorly fitted or top-dose-only effect, or another doubt; inactive means no such curve, though single readings can be large; an effect the other way counts as inactive or inconclusive. Some of the compounds tested. The share of hits here may be higher or lower than overall.
Compound | TCR act | S-ASM inh | MLL CXXC-DNA inh | TSHR antag | PTAP TSG101 blk | Menin MLL FP TR | MBNL1-CUG inh | A-T KAP1 phos | Mito fusion act | a7 integrin act
COc1ccc(C(=O)NCCC2=CCCCC2)cc1OC1CCN(C(C)C)CC1 | -0.5% | 2.4% | -2.2% | 7.5 | 0.3% | -2.0% | -0.3% | 10.7% | 1.6% | -32.9%
COc1cc(NC(=O)c2ccccn2)cc(OC)c1OC | -3.0% | 6.0% | 6.7% | -7.6 | -5.6% | 10.3% | -3.8% | 2.0% | 3.6% | 0.0%
N[C@H](CSCc1ccccc1)C(=O)Nc1ccc([N+](=O)[O-])cc1 | 7.9% | 0.5% | 21.9% | -2.9 | -11.8% | ? | ? | -10.6% | -7.0% | -37.4%
CC(C)c1cccc(C(C)C)c1NC(=O)COC(=O)C1=COCCO1 | -21.3% | 6.4% | 1.3% | -6.7 | -6.4% | 19.2% | 5.3% | -1.0% | 9.6% | 2.6%
C=CCOc1ccc(/C=C2\N=C(C)OC2=O)cc1OC | -0.9% | 0.8% | -7.3% | 2.3 | 0.1% | / | 1.2% | -7.9% | 4.4% | 20.4%
O=S(=O)(NCC(c1ccc2c(c1)OCO2)N1CCOCC1)c1ccc(Br)cc1 (stereo not drawn) | -3.6% | -3.7% | / | -3.0 | -1.5% | / | / | 1.1% | -4.5% | ?
CCc1nc(SCC(=O)NCc2ccccc2)c2c(=O)n(C)c(=O)n(C)c2n1 | 10.6% | -0.2% | -0.9% | -0.1 | 1.2% | -8.8% | -1.4% | 7.3% | -1.4% | -1.9%
C#CCNc1nc(C(C)C)nc2c1nnn2Cc1ccccc1F | 2.9% | -2.5% | 6.0% | -22.6 | 0.9% | -27.2% | 1.2% | -4.2% | 24.2% | -6.7%
O=C(O)c1ccc2c(c1)C(=O)N([C@H](Cc1c3ccccc3cc3ccccc13)C(=O)O)C2=O | / | / | / | -0.6 | / | 27.2% | / | 7.2% | -3.4% | /
COC(=O)CN1C(=O)C2(OCCCO2)c2cc(Br)ccc21 | 12.1% | -0.4% | 1.8% | -1.6 | -0.9% | 8.9% | 10.8% | -5.1% | -5.2% | -2.7%
O=C(O)c1cccc2c1/C(=N/O)c1ccccc1-2 | 2.8% | 6.3% | / | / | -3.0% | / | / | / | / | ?
COc1ccc2c(c1)C(NS(=O)(=O)OCC(Cl)(Cl)Cl)CCC2 (stereo not drawn) | 3.6% | -5.6% | 1.5% | -9.2 | / | -20.4% | 3.0% | 1.1% | 3.8% | -5.3%
Cc1oc(-c2ccccc2Cl)nc1CS(=O)(=O)CC(=O)N1CCOCC1 | 5.1% | 0.5% | / | -3.6 | -0.5% | -9.4% | 12.2% | -12.8% | 1.7% | 19.7%
COc1ccccc1NC(=O)CSc1nc(O)cc(=O)n1-c1ccccc1OC | 20.1% | -2.7% | -1.6% | -41.4 | -4.2% | / | -5.4% | 0.9% | 5.7% | -42.2%
CCCCn1nc2cc(C(=O)NC[C@@H]3CCCO3)ccc2c1OCC | 0.0% | 42.7%[activator] | -1.3% | -9.1 | -2.3% | -11.8% | 9.9% | -3.3% | -2.6% | -6.3%
CCCn1c(CN2CCCCC2C)nc2c1c(=O)n(C)c(=O)n2C (stereo not drawn) | -4.3% | 1.7% | -1.4% | 4.4 | 1.7% | 4.4% | -2.4% | -1.1% | -1.3% | -17.9%
Cc1cc2cc(CCNC(=O)c3ccc(S(=O)(=O)N4CCOCC4)cc3)c(=O)[nH]c2cc1C | 12.1% | -13.1% | -5.2% | 2.7 | -5.8% | 12.8% | -0.6% | -2.2% | -2.4% | -30.1%
O=C(Cc1cccc([N+](=O)[O-])c1)Nc1cccc(C(=O)N2CCOCC2)c1 | -3.0% | 7.7% | / | -2.0 | 0.5% | / | / | 3.3% | / | 9.5%
COc1ccc(C(=O)N2CCOC2CNC(=O)C(=O)NCc2ccc(Cl)cc2)cc1 (stereo not drawn) | -1.3% | -1.2% | 15.2% | 2.3 | -1.2% | -6.5% | -3.3% | -0.8% | 1.8% | -8.9%
OCCOCCn1c(C2CCCN2c2nc(-c3ccc(F)cc3)cs2)nc2cc(Cl)c(Cl)cc21 (stereo not drawn) | -2.9% | ? | / | / | 2.8% | / | / | / | / | -12.2%
CCCCCC(=O)Nc1cccc(C2=NOC3(C2)C[C@H](C(N)=O)N(C(=O)c2ccccc2)C3)c1 (stereo partly drawn) | -3.2% | -6.5% | 3.0% | -2.9 | / | / | -3.8% | 38.7% | -4.6% | 21.8%
Clc1ccc(OCc2nc(-c3ccncc3)no2)c(Cl)c1 | 0.9% | -0.7% | -0.7% | -10.5 | -6.1% | 29.1% | -0.6% | 0.4% | 20.1% | -24.0%
CCc1ccc2[nH]c3nc(N/N=C/c4ccc(O)cc4O)nnc3c2c1 | 2.8% | -11.2% | ? | 16.8 | -4.5% | ? | 9.4% | -0.7% | 1.0% | 5.4%
CCN1C(=O)[C@@H]2[C@@H](c3ccc(-c4ccc(Cl)c(Cl)c4)cc3)N3CCC[C@@]3(C(=O)OC)[C@@H]2C1=O | -4.0% | -12.3% | / | 0.6 | 0.1% | / | / | -14.2% | / | -19.8%
O=C(CN1C(=O)S/C(=C\c2ccc(F)cc2)C1=O)NC1C=CS(=O)(=O)C1 (stereo not drawn) | 3.4% | -2.5% | -1.5% | -4.3 | -3.0% | / | 8.9% | -1.1% | 9.3% | -30.8%
C/C(=N\NC(=O)c1ccc2c(c1)OCO2)c1ccc(C(=O)O)s1 | -15.9% | 0.6% | -6.8% | 11.3 | -2.3% | -6.7% | ? | 5.8% | 1.6% | 1.5%
O=C(NNC(=S)Nc1ccccc1)c1cccnc1 | -3.7% | 4.5% | 10.0% | -9.6 | 0.2% | 15.8% | -2.3% | -6.6% | -0.8% | -7.4%
CC(C)(C)NC(=O)C(c1cccs1)N(CC1CCCO1)C(=O)Cn1nnc(-c2cccs2)n1 (stereo not drawn) | 1.1% | 3.5% | 8.9% | -4.0 | -2.4% | -8.7% | -9.9% | 2.4% | 7.08µM* | 10.3%
CC(C)OC(=O)CC1C(=O)NCCN1C(=O)COc1ccc(C(C)(C)C)cc1 (stereo not drawn) | 1.8% | 1.1% | 1.1% | 2.8 | -4.8% | -20.1% | -2.6% | 6.4% | 2.2% | 0.0%
CCN(CC)C(=O)CSc1nc2ccc(NC(=O)CSc3nccn3C)cc2s1 | 3.8%[46.1 µM] | 5.4% | 3.6% | -7.0 | -6.6% | -0.7% | -12.9% | / | -2.7% | -17.7%
Cc1ccc(NCC(=O)N=Nc2c(O)n(C)c3ccccc23)cc1 | -2.8% | -9.8% | -3.5% | 33.2 | -6.1% | ? | ? | 5.6% | 12.9% | 27.6%
Cc1ccc(-n2nc3c(N4CCC(C(=O)N5CCCCCC5)CC4)nnc(C)c3c2C)cc1 | -9.0% | -5.7% | -9.4% | -7.1 | 0.4% | / | 6.6% | 2.7% | 5.2% | -58.8%[inhibitor]
N#Cc1cnn(Cc2ccc(Cl)cc2)c1N | 4.9% | 5.2% | 6.7% | -4.7 | -10.9% | 24.6% | 2.8% | 4.2% | -5.9% | 5.3%[7.66 µM]
CCOC(=O)c1sc2nc(C)nc(SCC(=O)NC(C)CCc3ccccc3)c2c1C (stereo not drawn) | 0.6%[46.1 µM] | -2.2% | ? | 3.1 | 0.5% | -2.3% | ? | 2.4% | -0.4% | -2.7%
CC(C)(C)CC(=O)Nc1ccc(S(=O)(=O)N2CCCC2)cc1 | -0.4% | -0.4% | -4.5% | 22.5 | -5.3% | 25.4% | -10.1% | 0.9% | -2.2% | -11.7%
COc1ccccc1N1CCN(CCc2n[nH]c(=S)n2-c2ccccc2)CC1 | -3.9% | 4.7% | 11.1% | / | -8.5% | -22.5% | -5.5% | -3.5% | -2.4% | 4.2%
Cn1cc(C(=O)N/N=C/c2cc(Br)cs2)c2ccccc21 | / | / | -0.7% | 3.5 | / | / | -0.7% | 13.5% | 0.5% | /
O=C(CSc1nnc(Cc2cc(=O)[nH]c(=O)[nH]2)n1-c1ccc(F)cc1)N1CCCCC1 | 2.9% | -0.2% | -1.6% | 18.8 | -1.2% | -2.1%[11.7 µM] | 6.5% | -9.7% | -3.1% | 18.0%
